# EBNA-1 inhibitor = blocks EBNA-1 binding to DNA; AID 1950; 300,000 compounds, 0.34% hits; EBNA-1 DNA binding, fluorescence polarization; inhibition, % at 14.8 µM; in the data active means inhibition above about 28%
# LYPLA2 inh = counter-screen for PME1 inhibitors: inhibitors of human LYPLA2. O95372. recombinant LYPLA2, FP-Rh probe fluorescence polarization. inhibition, % at 5.9 µM. 320,000 compounds, 0.38% hits;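 active means inhibition above the screen-wide mean plus 3 SD, limit set per campaign, cut at about 26% in these data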;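 further: 0% = LYPLA2 with DMSO and 100% = wells lacking LYPLA2 enzyme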
# Target sequence (O95372 whole entry, looked up): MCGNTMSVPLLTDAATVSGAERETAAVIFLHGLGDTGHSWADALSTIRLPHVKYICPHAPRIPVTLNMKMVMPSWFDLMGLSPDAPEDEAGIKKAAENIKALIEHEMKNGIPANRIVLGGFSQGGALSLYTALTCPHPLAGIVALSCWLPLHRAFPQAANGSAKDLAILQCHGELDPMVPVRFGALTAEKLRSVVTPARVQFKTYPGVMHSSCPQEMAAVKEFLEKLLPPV
# pPAFAH FP inh = pPAFAH (human) enzyme inhibition; inhibition, % at 3.39 µM; recombinant pPAFAH, FP-rhodamine probe fluorescence polarization; Q13093; 330,000 compounds, 1.5% hits; AID 463082;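 active means inhibition above the mean inhibition across the screen plus 3 SD, cut at about 25% in these data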;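 further: inhibitors block binding of the rhodamine activity-based probe so polarization drops; 0% = enzyme with DMSO and 100% = wells lacking pPAFAH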
# Target sequence (Q13093 whole entry, looked up): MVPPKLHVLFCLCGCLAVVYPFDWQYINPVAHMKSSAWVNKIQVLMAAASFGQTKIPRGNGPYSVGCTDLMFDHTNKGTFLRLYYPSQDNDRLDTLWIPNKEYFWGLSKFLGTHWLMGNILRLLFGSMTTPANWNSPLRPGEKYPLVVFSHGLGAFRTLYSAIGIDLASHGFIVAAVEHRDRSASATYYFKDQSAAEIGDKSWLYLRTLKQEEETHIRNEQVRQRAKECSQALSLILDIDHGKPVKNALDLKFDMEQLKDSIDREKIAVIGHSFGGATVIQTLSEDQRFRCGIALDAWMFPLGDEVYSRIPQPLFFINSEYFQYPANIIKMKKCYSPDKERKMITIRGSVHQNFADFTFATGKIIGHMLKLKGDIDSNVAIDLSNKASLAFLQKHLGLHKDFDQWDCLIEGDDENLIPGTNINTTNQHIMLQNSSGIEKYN
# LYPLA1 inh = counter-screen for PME1 inhibitors: inhibitors of human LYPLA1. O75608. recombinant LYPLA1, FP-Rh probe fluorescence polarization. inhibition, % at 5.9 µM. 320,000 compounds, 0.16% hits. AID 2174;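 active means inhibition above the mean of all tested compounds plus 3 SD, set per campaign, cut at about 14% in these data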;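 further: inhibitors block serine hydrolase probe labeling of LYPLA1 so polarization falls; 0% = enzyme with DMSO and 100% = wells lacking LYPLA1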
# PAFAH1B2 inh = inhibitors of human PAFAH1B2. recombinant PAFAH1B2, FP-rhodamine activity probe, fluorescence polarization. 340,000 compounds, 1.2% hits. P68402. inhibition, % at 3.39 µM. AID 492953;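 active means inhibition above the mean of all tested compounds plus 3 SD, cut at about 24% in these data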;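 further: 0% = enzyme with DMSO and 100% = wells lacking PAFAH1B2; many of its hits are not listed in these tables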
# PAFAH2 FP inh = PAFAH2 (human) inhibition; recombinant PAFAH2, FP-rhodamine activity probe, fluorescence polarization; inhibition, % at 3.39 µM; 340,000 compounds, 0.99% hits; AID 492956;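 active means inhibition above the mean over all tested compounds plus 3 SD, cut at about 30% in these data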;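 further: inhibitors block probe labeling of enzyme so polarization drops; 0% = enzyme with DMSO and 100% = wells lacking PAFAH2 protein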
# PREPL inh = human PREPL enzyme inhibition. Q4J6C6. recombinant PREPL, fluorescence polarization activity-based probe. inhibition, % at 5.96 µM. 320,000 compounds, 0.68% hits. AID 2751; in the data active means inhibition above about 43%;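 further: 0% = enzyme with DMSO and 100% = wells lacking enzyme; many of its hits are not listed in these tables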
# PAFAH1B3 inh = blocks human PAF acetylhydrolase 1B catalytic subunit 3; inhibition, % at 3.39 µM; 340,000 compounds, 0.28% hits; AID 492972; recombinant PAFAH1B3, FP-rhodamine probe, fluorescence polarization; Q15102;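 active means inhibition above the screen-wide average of all tested compounds plus 3 SD, cut at about 25% in these data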;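 further: 0% = enzyme with DMSO only and 100% = wells lacking PAFAH1B3 protein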
# ZTA counter = ZTA (EBV) inhibition in EBNA-1 counter-screen; 320,000 compounds, 0.15% hits; P03206; AID 2234; ZTA-DNA binding, fluorescence polarization; inhibition, % at 11 µM; in the data active means inhibition above about 33%
# Target sequence (P03206 whole entry, looked up): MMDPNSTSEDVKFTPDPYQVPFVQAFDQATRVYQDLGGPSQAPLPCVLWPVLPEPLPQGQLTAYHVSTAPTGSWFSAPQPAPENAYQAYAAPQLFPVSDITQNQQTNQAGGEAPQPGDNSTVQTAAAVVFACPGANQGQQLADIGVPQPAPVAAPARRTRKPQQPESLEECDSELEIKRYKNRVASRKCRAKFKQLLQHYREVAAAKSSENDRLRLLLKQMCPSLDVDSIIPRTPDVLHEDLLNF
# * = called active by the depositor; . = no result given. An excerpt; the hit share may differ from the screen's.
# Start of the data: the first six records, to show the layout:
SMILES,EBNA-1 inhibitor,LYPLA2 inh,pPAFAH FP inh,LYPLA1 inh,PAFAH1B2 inh,PAFAH2 FP inh,PREPL inh,PAFAH1B3 inh,ZTA counter
O=C(O)CCc1nn2c3ccccc3n(CCO)c2nc1=O,6,4,5,-6,6,-2,-1,5,10
N/C(=N\OC(=O)CSc1ccccc1)c1ccccn1,-1,-2,-3,-1,24,6,-2,-2,-5
COc1cc(CC(=O)N(CC(C)C)C2CCS(=O)(=O)C2)cc(OC)c1OC (centres undefined),.,.,-1,.,3,2,14,4,.
O=C(O)c1ccc(S(=O)(=O)N2CCCCCC2)cc1,-6,7,1,-1,22,5,21,5,-4
O=C(NCCN1CCN(c2ccccc2)CC1)c1ccccc1F,-9,0,2,-3,2,4,2,-1,0
CCC(C)CCN1CCN=C1Nc1ccccc1 (centres undefined),-11,-1,5,3,-2,-6,7,-4,-4

# The listing, from the start:
SMILES,EBNA-1 inhibitor,LYPLA2 inh,pPAFAH FP inh,LYPLA1 inh,PAFAH1B2 inh,PAFAH2 FP inh,PREPL inh,PAFAH1B3 inh,ZTA counter
O=C(O)CCc1nn2c3ccccc3n(CCO)c2nc1=O,6,4,5,-6,6,-2,-1,5,10
N/C(=N\OC(=O)CSc1ccccc1)c1ccccn1,-1,-2,-3,-1,24,6,-2,-2,-5
COc1cc(CC(=O)N(CC(C)C)C2CCS(=O)(=O)C2)cc(OC)c1OC (centres undefined),.,.,-1,.,3,2,14,4,.
O=C(O)c1ccc(S(=O)(=O)N2CCCCCC2)cc1,-6,7,1,-1,22,5,21,5,-4
O=C(NCCN1CCN(c2ccccc2)CC1)c1ccccc1F,-9,0,2,-3,2,4,2,-1,0
CCC(C)CCN1CCN=C1Nc1ccccc1 (centres undefined),-11,-1,5,3,-2,-6,7,-4,-4
COc1ccc(CNC(=O)c2sc(=S)n(-c3ccc(OC)cc3)c2N)cc1,2,-1,0,1,10,-3,4,9,8
CCN1CCCc2cc(CN(CCN3CCOCC3)C(=S)Nc3ccc(C)cc3)ccc21,-9,2,9,-1,2,3,8,5,-18
Cc1[nH]c2ccc(OC(=O)N3CCOCC3)cc2c1C(=O)OC(C)C,-9,-1,-5,0,5,-3,2,-3,-7
O=C(O)C1CCCCN1S(=O)(=O)c1ccccc1 (centres undefined),2,-3,2,1,2,-1,3,-4,-8
COCc1cc(=O)[nH]c(=S)[nH]1,6,-3,1,-3,3,-6,5,5,8
Cc1ccc(N=C2NC(=O)CS2)c(C)c1,-5,14,0,6,5,3,2,5,-1
Cc1ccc(NC(=O)C[n+]2ccccc2)cc1C,-9,10,5,6,2,-8,-3,9,-14
O=C(CCNC(=O)c1ccccc1Cl)NCC1CCCO1 (centres undefined),-4,1,2,-1,6,10,4,12,-17
O=C(c1ccc(F)cc1)C1CCN(Cc2ccc(F)cc2)CC1,1,-5,6,1,6,2,-7,-2,2
Nc1c(S(=O)(=O)c2cccs2)c2nc3ccccc3nc2n1Cc1ccc2c(c1)OCO2,12,-62,-16,-38,-26,-46,8,-45,3
N#C/C(=C\c1ccccc1C(F)(F)F)C(=O)Nc1ccccc1F,1,-7,0,-1,6,2,-2,3,-11
C=CCn1c(COc2ccc(F)cc2)nnc1SCC(=O)c1c[nH]c2c(CC)cccc12,-3,-11,0,0,-1,2,-12,1,4
CCOc1ccc2nc(NC(=O)c3ccc(S(=O)(=O)N4CCOCC4)cc3)sc2c1,10,4,0,2,5,-12,-2,-6,12
CCC(C(=O)Nc1cccc(C(=O)O)c1)c1ccccc1 (centres undefined),1,-4,-1,3,12,-3,-6,0,12
COc1ccc(C(=O)CSc2nnc(CNC(=O)c3ccco3)n2C)cc1OC,2,0,4,-2,8,-1,2,6,5
CCc1nnc(NC(=O)c2cc(OC)c(OC)cc2[N+](=O)[O-])s1,-13,-2,2,1,5,11,15,8,5
COc1ccc(CNC(=O)CSc2ncn[nH]2)cc1OC,7,-1,-1,2,-3,19,27,4,14
COc1ccccc1NC(=O)C(C)Sc1nnc2ccccn12 (centres undefined),.,0,3,2,2,0,4,8,3
COc1ccc(-c2nnc(-c3ccc(F)cc3)o2)cc1,-4,-3,2,1,3,4,1,6,3
COc1ccccc1CNC(=O)c1cc2ccccc2o1,1,-2,9,-2,2,-1,-10,1,5
Cc1ccc(CNC(=O)C2CCN(C(=O)Nc3ccccc3)CC2)cc1,2,9,-2,1,6,-1,8,11,-17
Cc1cccn2c(=O)c3cc(C#N)c(=NC(=O)c4ccco4)n(Cc4ccco4)c3nc12,12,-1,7,1,2,12,-10,5,23
CC(=O)N1CCCc2cc(S(=O)(=O)N3CCCC(C(=O)N4CCN(c5cc(C)ccc5C)CC4)C3)ccc21 (centres undefined),-2,12,14,2,-2,-2,27,5,-4
CCOC(=O)C1CCN(C(=S)Nc2cc(C)ccc2C)CC1,-4,-1,3,0,-3,-7,8,-1,13
CN(C)c1ccc(CNC(=O)CCS(=O)(=O)c2ccc3c(c2)oc(=O)n3C)cc1,-8,8,-1,3,3,2,1,1,-10
CCCC(C)C(=O)Nc1ccccc1C(=O)OCC (centres undefined),7,-3,3,-2,7,3,8,7,16
COCCN(C(=O)COC(=O)CCC(=O)c1ccc(C)cc1)c1c(N)n(Cc2ccccc2)c(=O)[nH]c1=O,-9,3,-2,3,-4,14,-3,6,8
COc1ccc(C2C(C(=O)OCC(=O)N3CCCCC3)CCC(=O)N2c2ccc(OC)cc2)cc1 (centres undefined),6,1,6,3,5,1,-6,2,-2
CCc1c(C#N)c(=O)[nH]c(=O)n1-c1ccccc1,-6,3,5,-2,7,8,-3,9,5
NC(N)=Nc1nc(CCN2C(=O)c3ccccc3C2=O)cs1,4,-3,-2,-3,5,2,-11,4,-8
COc1ccc([N+](=O)[O-])cc1/C=N/NC(=O)CNC(=O)C(c1ccccc1)c1ccccc1,10,12,9,-1,18,-2,15,8,0
CCCN(CC(=O)Nc1ccc(C(N)=O)cc1)CC(=O)Nc1ccc(Cl)cc1Cl,29*,0,-1,2,0,2,-109,-2,0
CCOc1ccc(NC(=O)CN(C)C(=O)Cc2sc(C)nc2-c2ccc(F)cc2)cc1OCC,.,-1,-2,-1,4,2,17,14,-5
CC(=O)N1c2ccc(S(=O)(=O)NCCC(=O)N3CCC(C)CC3)cc2CC1C (centres undefined),-11,-8,1,-1,3,3,2,0,-3
COc1cc(/C=C/C(=O)OCC(=O)Nc2cccc(Oc3ccccc3)c2)ccc1O,-1,-11,14,-12,-6,64*,8,4,-9
Cn1c(SCC(=O)Nc2ccc(NC(=O)c3cccs3)cc2)nnc1-c1ccncc1,-5,0,3,3,0,4,-9,6,5
COc1nccnc1NS(=O)(=O)c1ccc(NC(=O)c2ccccc2Br)cc1,-4,-6,1,0,-1,-1,8,3,7
COc1ccc(-c2noc(CNC(=O)c3ccoc3C)n2)cc1OC,4,-5,6,-4,0,-10,-10,1,6
N/C(=N\OC(=O)Cc1cccs1)c1ccc([N+](=O)[O-])cc1,-2,12,12,-3,23,4,7,3,-4
CCOc1cc(Cl)c(CNCCCN2CCOCC2)cc1OC,-7,-7,2,-3,1,9,7,10,2
Cc1cc2c(cc1C)[n+](C)cn2CC(O)COCC1CC=CCC1 (centres undefined),4,2,-2,0,2,5,-1,-2,12
Oc1ccc(/C=N/Nc2ccnc3cc(Cl)ccc23)c(O)c1O,-2,1,44*,-7,37*,35*,26,48*,-8
C[n+]1ccc(C(=O)NCc2ccccc2)cc1,-4,6,-5,-3,0,-9,9,7,-27
CCC(C)N1CC23C=CC(O2)C(C(=O)OC)C3C1=O (centres undefined),-2,-3,3,1,4,1,3,2,-1
CCCn1c(=O)[nH]c(=O)c2c(C(=O)OCC)cc(-c3cccs3)nc21,5,-1,8,-1,3,9,9,7,11
Cc1ccc(C(=O)N2CCC(n3nccc3NC(=O)C3CCOC3)CC2)cc1 (centres undefined),-5,-1,-7,0,0,1,6,7,0
O=C(CSc1nnc(C2CC2)n1Cc1ccccc1)c1ccc(S(=O)(=O)N2CCOCC2)cc1,-2,-4,4,-1,1,0,-5,-2,-13
Cc1nc(SCC(=O)NC(=O)NCc2ccco2)nc(C)c1C,-6,-3,0,0,5,0,4,0,-2
CC1(C)CC(CC(=O)O)C(=O)O1 (centres undefined),13,-2,1,-5,-5,-6,12,2,4
Cc1ccc([N+](=O)[O-])c(C)[n+]1C,-11,1,7,-2,-1,1,3,-1,2
COc1ccc(CCNC(=S)N2CCN(S(=O)(=O)c3ccc(Cl)cc3)CC2)cc1,7,-2,4,1,11,-11,2,7,-3
O=C1C(Cl)=C(N2CCOCC2)C(=O)N1c1ccccc1,10,4,2,3,-1,4,0,10,16
Cc1ccc(CNC(=O)CCS(=O)(=O)c2cc3c(cc2Cl)NC(=O)CO3)cc1,-2,4,5,-1,5,0,-5,7,-3
CC1CN(C(=O)Cn2cc(S(=O)(=O)CC(=O)N(C)c3ccccc3)c3ccccc32)CC(C)O1 (centres undefined),15,0,-1,0,10,3,1,5,-1

# (cont.)
SMILES,EBNA-1 inhibitor,LYPLA2 inh,pPAFAH FP inh,LYPLA1 inh,PAFAH1B2 inh,PAFAH2 FP inh,PREPL inh,PAFAH1B3 inh,ZTA counter
O=S(=O)([O-])C(c1ccccc1)[n+]1ccccc1 (centres undefined),-9,-4,1,1,-1,4,-13,4,-1
Cn1c(CS(=O)Cc2c(Cl)cccc2Cl)nnc1SCc1c(Cl)cccc1Cl (centres undefined),10,1,4,3,3,8,-6,2,7
Nc1ccccc1-n1c(=O)n(Cc2ccccc2F)c(=O)c2[nH]cnc21,1,-2,5,2,7,-2,-5,7,4
Fc1cccc(F)c1/C=C/c1ccc2ccccc2n1,-6,5,4,2,-3,-9,-5,3,2
O=C(CCC(=O)N1CCN(c2ccccn2)CC1)c1cccs1,.,.,-1,.,6,29,20,-2,.
CCOC(=O)C(CC)Sc1ncnc2c1nnn2-c1ccc(F)cc1 (centres undefined),4,-6,1,-1,7,-2,1,4,-1
O=c1[nH]c(Cc2ccccc2)nc2c1oc1ccccc12,-4,6,-3,2,2,-13,-4,0,-7
CSc1ccccc1C(=O)NCCSC(C)(C)C,14,1,3,1,4,7,3,7,-8
CC(Oc1ccccc1)C(=O)OCC(=O)Nc1ccc2c(c1)OCO2 (centres undefined),.,.,18,.,8,9,-1,10,.
CC(C)(C)n1nnnc1C(c1cccs1)N(Cc1ccccc1)Cc1cccnc1 (centres undefined),0,11,0,7,-21,6,5,-1,0
CC(Sc1nnc(-c2ccco2)o1)C(=O)NCCC1=CCCCC1 (centres undefined),-2,8,10,2,4,5,-5,7,-5
COC(=O)C1=CC(C(=O)c2cccs2)=NN(c2ccc(OC)cc2)C1C(=O)OC (centres undefined),-3,-4,7,-5,-4,-2,10,6,6
COc1cccc(-n2cnc(=O)c3cccnc32)c1,9,-1,1,-1,-1,-2,3,-5,11
CCNC(=O)N(CC)C[C@H]1N[C@@](C)(C(=O)OC)[C@H]2C(=O)N(Cc3ccccc3)C(=O)[C@@H]12,.,.,3,.,9,2,13,15,.
CCCS(=O)(=O)c1nc(S(=O)(=O)c2ccc(C)cc2)c(N2CCCC2)s1,7,3,2,5,0,-6,-8,11,-22
NC(=O)CSc1nnc(-c2cc3ccccc3o2)n1Cc1ccccc1,-8,4,0,-1,2,-6,-28,3,6
COc1cccc(C(=O)O[C@@H]2[C@H](Cc3ccccc3)NS(=O)(=O)[C@H]3C[C@@H]4C=C[C@]23O4)c1,.,-12,0,-9,-1,2,-1,-7,7
O=C(CCc1ccccc1)Nc1cc2c(cc1Cl)OCCO2,8,4,5,-2,4,4,-1,5,4
COc1ccc(F)cc1C(=O)C1CCCN(Cc2cccn2-c2cccnc2)C1 (centres undefined),-6,3,3,3,7,5,38,1,0

# Screens: PubChem BioAssay, The Scripps Research Institute Molecular Screening Center
